bovine MsrA act – bovine MsrA enzyme activators, primary screen, biochemical, absorbance, HTS; purified bovine MsrA, absorbance read-out; activation, % at 10.6 µM; 360,000 tested, 0.3% active; AID 602163, 2012; in the data active means activation above about 7.5%;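 further: 0% = vehicle and 100% = reference activator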
FAS-TE inh – FAS thioesterase domain inhibitors, primary screen, biochemical, fluorescence intensity, uHTS; Fatty acid synthase (Homo sapiens), P49327; recombinant FAS-TE, OMFH fluorogenic substrate, fluorescence endpoint; inhibition, % at 15 µM; 360,000 tested, 0.67% active; AID 602261, 2012;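 active means compounds whose normalised, plate-corrected inhibition of enzyme fluorescence in the single-dose primary screen is 50% or more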;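 further: 0% = DMSO with enzyme and 100% = substrate without enzyme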
CendR NRP1 mod – modulators of CendR peptide binding to NRP-1, primary screen, biochemical, fluorescence polarization, uHTS; Neuropilin-1 (Homo sapiens), O14786; FAM-RPARPAR peptide binding to NRP-1; inhibition, % at 25 µM; 360,000 tested, 0.85% active;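 active means inhibition or corrected inhibition above about 18%, plus a signal ratio from 0.5 to 1.5, limit read from the data, passing the limit was not always enough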; further: strong numbers were not always called active
E coli Lon inh – inhibitors of E. coli Lon protease, primary screen, biochemical, fluorescence polarization | P0A9M0 | purified E. coli Lon protease | inhibition, % at 7.94 µM | 360,000 tested, 0.42% active | AID 602123, 2011; in the data active means inhibition above about 13%, passing the limit was not always enough;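 further: 0% = enzyme with probe and DMSO and 100% = no enzyme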
Rin1-Abl PPI inh – inhibitors of Rin1-Abl protein binding, primary screen, biochemical, TR-FRET. Tyrosine-protein kinase ABL1 (Homo sapiens) + Ras and Rab interactor 1 (Homo sapiens), …. inhibition, % at 7.35 µM. 360,000 tested, 0.4% active. AID 588664, 2011; in the data active means inhibition above about 5%, passing the limit was not always enough
SKN-1 inh – suppressors of acrylamide-induced Pgst-4::GFP reporter in worms, primary screen, SKN-1 inhibitor project, whole organism, uHTS, GFP/RFP fluorescence ratio, strain VP596; C. elegans VP596 Pgst-4::GFP/RFP ratio, 24 h; inhibition, % at 21.8 µM; 360,000 tested, 0.49% active;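 active means interference check ratio from 0.5 to 1.5 plus GFP to RFP signal ratio inhibition reaching or exceeding a fixed threshold, cut at about 30% in these data, passing the limit was not always enough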; further: some compounds called inactive have numbers as strong as hits
PABP1 MLLE inh – inhibitors of PABP1 MLLE–PAM2 peptide binding, primary screen, biochemical, fluorescence polarization, FITC-PAM2, GST-MLLE | Polyadenylate-binding protein 1 (Homo sapiens), P11940 | inhibition, % at 20 µM | 360,000 tested, 0.36% active; in the data active means inhibition above about 35%, passing the limit was not always enough;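 further: plate controls were DMSO wells with GST-MLLE for no effect and wells lacking GST-MLLE protein for full effect; some results filed as inactive read as strong as hits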
Neddyl block – inhibitors of cullin neddylation, primary screen, biochemical, TR-FRET, uHTS, NAE and Ubc12 | NEDD8-conjugating enzyme Ubc12 (Homo sapiens) + NEDD8-activating enzyme E1 regulatory … | calls only at 25 µM | 360,000 tested, 0.58% active | AID 651699, 2012; in the data active means inhibition above about 36%
Target sequence (P61081 whole entry, looked up): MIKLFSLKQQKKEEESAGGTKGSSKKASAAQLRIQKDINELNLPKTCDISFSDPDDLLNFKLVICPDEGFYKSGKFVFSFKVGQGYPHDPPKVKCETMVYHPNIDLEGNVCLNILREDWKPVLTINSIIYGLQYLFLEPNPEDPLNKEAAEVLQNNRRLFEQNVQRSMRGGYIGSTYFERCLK
Target sequence (Q13564 whole entry, looked up): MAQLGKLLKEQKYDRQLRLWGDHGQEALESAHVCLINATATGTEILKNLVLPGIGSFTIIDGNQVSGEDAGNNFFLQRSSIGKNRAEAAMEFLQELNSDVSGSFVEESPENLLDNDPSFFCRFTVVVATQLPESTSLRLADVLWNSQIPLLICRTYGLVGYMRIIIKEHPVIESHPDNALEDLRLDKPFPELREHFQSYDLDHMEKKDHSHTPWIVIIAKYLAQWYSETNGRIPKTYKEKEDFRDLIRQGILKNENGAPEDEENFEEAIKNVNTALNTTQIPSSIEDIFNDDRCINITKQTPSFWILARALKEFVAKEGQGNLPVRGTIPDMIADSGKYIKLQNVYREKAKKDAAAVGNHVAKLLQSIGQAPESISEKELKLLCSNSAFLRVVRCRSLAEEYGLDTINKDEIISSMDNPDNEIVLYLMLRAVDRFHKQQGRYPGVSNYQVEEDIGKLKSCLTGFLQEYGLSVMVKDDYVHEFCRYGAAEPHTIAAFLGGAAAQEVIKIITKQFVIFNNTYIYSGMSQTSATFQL
MT1-MMP act inh – blockers of MT1-MMP proenzyme processing, primary screen, HT1080 RFP-PRO-GFP cells, GFP/RFP fluorescence. Matrix metalloproteinase-14 (Homo sapiens), P50281. GFP/RFP ratio fluorescence, overnight; percent of plate control window, DMSO zero. GFP/RFP ratio change, % at 20 µM. 360,000 tested, 0.061% active. AID 651647, 2012;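 active means GFP/RFP ratio change of at least 30% with cell ATP level not reduced by more than half and red fluorescence within 50% of control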; further: strong numbers were not always called active
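Assay system – RFP-PRO-GFP reporter HT1080 cells · Compound dosing – single dose of 20 µM compound, 1% DMSO final · Incubation – overnight compound exposure at 37 °C · Measure – GFP/RFP fluorescence ratio · Benchmarks – DMSO wells and RFP-L50D-GFP cells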
The depositor's hits bear a star; i = inactive; · = not tested or not shown; + = active, no number.

The first 2 records (preview)
Under each structure – MT1-MMP act inh	E coli Lon inh	Neddyl block	SKN-1 inh	FAS-TE inh	Rin1-Abl PPI inh	bovine MsrA act	CendR NRP1 mod	PABP1 MLLE inh
CCOC(=O)N1CCN(C(=S)Nc2ccc(C)cc2C)CC1
 : -2	-2	i	10	-9	2	-2	-11	-32
CC[C@@H](C)C(NC(=O)OC(C)(C)C)c1cn([C@@H](Cc2ccc(O)cc2)C(=O)N2CCN(C(=O)OC(C)(C)C)CC2)nn1 (stereo partly drawn)
 : 16	-3	i	-8	2	0	3	7	-10

Main list, repeating the preview:
Under each structure – MT1-MMP act inh	E coli Lon inh	Neddyl block	SKN-1 inh	FAS-TE inh	Rin1-Abl PPI inh	bovine MsrA act	CendR NRP1 mod	PABP1 MLLE inh
CCOC(=O)N1CCN(C(=S)Nc2ccc(C)cc2C)CC1
 : -2	-2	i	10	-9	2	-2	-11	-32
CC[C@@H](C)C(NC(=O)OC(C)(C)C)c1cn([C@@H](Cc2ccc(O)cc2)C(=O)N2CCN(C(=O)OC(C)(C)C)CC2)nn1 (stereo partly drawn)
 : 16	-3	i	-8	2	0	3	7	-10
COc1cc(SC)ccc1C(=O)Nc1ccccc1
 : -1	-11	i	30	14	-1	-3	-4	4
Cc1cc(Nc2ccccc2)n(-c2ccc(Br)cc2)n1
 : 2	-2	i	2	25	4	-3	-11	14
C/C(=C/C(=O)O)C(=O)Nc1cccc(C(F)(F)F)c1
 : 3	-2	i	1	-7	-2	-3	-1	11
N#CCC(=O)N/N=C/c1cn(Cc2ccc(Cl)cc2Cl)c2ccccc12
 : 11	0	i	2	1	-2	-9	-10	-6
COc1cc(C)c(S(=O)(=O)NOCc2ccc([N+](=O)[O-])cc2)c(C)c1C
 : 5	-1	i	-9	22	-1	-9	-4	14
O=C(NCc1nnnn1-c1ccc(F)cc1)c1ccc2ccccc2c1
 : -4	-3	i	12	-4	-2	0	-14	-5
Cc1cccc(C)c1NC(=O)C1(C)CN(S(C)(=O)=O)CC(=O)N1Cc1cccs1 (stereo not drawn)
 : 2	·	i	5	·	·	·	-1	·
O=C(CSc1nc(-c2ccc(Cl)cc2)cs1)Nc1cccc([N+](=O)[O-])c1
 : 0	-1	i	1	48	-4	-5	6	4
COc1ccc(CNC(=O)C2CC(c3ccc(F)cc3)=NO2)cc1 (stereo not drawn)
 : 6	7	i	-17	-5	-3	-3	-9	3
Cn1c(=O)c2c(nc(Oc3ccc(-c4ccccc4)cc3)n2C)n(C)c1=O
 : 0	-14	i	9	24	-2	-2	8	-4
O=C(CCNS(=O)(=O)c1ccc(Br)cc1)NCc1ccc(Cl)cc1
 : 0	1	i	-4	3	0	-4	0	15
Cc1ccc(C)c(NC(=S)N2CCN(c3ccccn3)CC2)c1
 : 3	-5	i	-9	-3	1	-1	-9	-102
COC(=O)c1cccc(NC(=O)CCc2ccccc2)c1
 : 2	-4	i	-3	-12	3	-13	-2	-2
Cc1ccc(NC(=O)c2ncn(CCCNCCCc3ccccc3)n2)cc1C
 : 2	0	i	-12	-4	0	-2	33*	5
Cc1c(NS(=O)(=O)c2ccc(S(=O)(=O)c3ccccc3)s2)c(=O)n(-c2ccccc2)n1C
 : -2	-6	i	-5	-8	2	-1	9	-13
C[C@H](NC(N)=O)C(=O)OCC(=O)Nc1ccc(OC(F)F)cc1
 : -6	5	i	3	-4	3	-2	-4	-10
COc1cccc(/C=N/N2CCN(C3c4ccccc4-c4ccccc43)CC2)c1O
 : 0	-5	i	0	21	-2	-7	-3	15
CNNC(=S)Nc1ccc(Cl)cc1
 : 4	3	i	-7	-7	-1	-1	4	-138
COc1ccc(-c2sc3ccc(OC)cc3c2C#Cc2ccccn2)cc1
 : 0	9	·	8	20	-2	-2	-5	7
c1cncc(C2OCC3(CO2)COC(c2cccnc2)OC3)c1 (stereo not drawn)
 : -2	3	i	1	-3	1	-2	-10	-14
COC(CNC(=O)Cn1ncc2ccsc2c1=O)OC
 : -2	-7	i	-1	-10	5	-2	-5	-1
O=C(Nc1ccc([N+](=O)[O-])c(NC(=O)C2CCCO2)c1)C1CCCO1 (stereo not drawn)
 : 1	-7	i	0	-7	-2	-4	2	19
CCN(CC)S(=O)(=O)c1ccc(N2CCCCC2)c(C(=O)Nc2ccccc2N2CCOCC2)c1
 : -4	-2	i	2	30	2	-4	1	-14
CC(C)NCC1CCc2cc(CO)c([N+](=O)[O-])cc2N1 (stereo not drawn)
 : 1	4	i	6	0	-6	-1	-3	1
CS(=O)(=O)N(CC(=O)Nc1ccccc1C(=O)N1CCOCC1)c1cccc([N+](=O)[O-])c1
 : 2	-9	i	7	-4	1	1	24	3
CCOc1ccc(CCN2C(=S)N([C@@H](Cc3ccc(O)cc3)CN3CCC[C@@H]3CN3C(=S)NC[C@@H]3CC(C)C)C[C@@H]2Cc2ccc(O)cc2)cc1
 : -7	2	i	10	-92	3	-3	15	-52
CCc1cccc(C)c1NS(=O)(=O)c1cccs1
 : 0	7	i	16	-1	1	-1	1	-8
COc1ccc(CNC(=O)C[C@H]2C[C@H](C(=O)N(C(C)C)C(C)C)[C@@]3(C)c4[nH]c5cc(-c6ccco6)ccc5c4CCN3C2=O)cc1OC
 : 0	-8	·	2	8	0	-5	1	-12
N=c1oc2ccccc2cc1C(=O)N/N=C/c1ccccc1
 : -2	-5	i	-1	2	0	-14	-1	0
Cc1ccc(C(=O)Nc2ncccc2S(=O)(=O)c2ccccc2)cc1
 : 5	-4	i	-3	3	-2	-2	-1	-3
Nc1ccc(N2CCOCC2)c(S(=O)(=O)Nc2cc(Cl)ccc2Cl)c1
 : -2	9	i	5	8	0	-5	-30	-20
CCn1c(SCC(=O)Nc2ccc(C)cc2)nnc1-c1ccc(O)cc1
 : 2	0	i	-3	-6	-1	-12	-5	3
COc1ccc(OC)c(NC(=O)CN(C)S(=O)(=O)c2ccc3nc(C)sc3c2)c1
 : -5	-13	i	7	-3	0	-2	-25	-12
N#Cc1ccc(NCC(=O)Nc2ccc(S(=O)(=O)N3CCCCC3)cc2)cc1
 : 5	1	i	-2	13	5	7	0	-17
O=C(/C=C/c1ccc(Br)cc1)NCCCn1ccnc1
 : 4	0	i	-11	-7	-3	-3	8	-8
COc1ccc(-n2nc(C(=O)NCC(=O)N3CCN(c4ccc(F)cc4)CC3)c3ccccc3c2=O)c(OC)c1
 : -4	-8	i	11	14	-1	0	3	7
Cc1cc(N2CCN(S(=O)(=O)c3ccccc3)CC2)nc2c(C)cccc12
 : -1	-11	i	-8	24	2	-2	2	-7
COc1ccccc1CNC(=O)CSCc1cnn(-c2ccccc2)c1-n1cccc1
 : 0	-6	i	-1	19	-1	-1	6	10
O=C(CC1C(=O)NCCN1Cc1c(F)cccc1Cl)NCCCn1ccnc1 (stereo not drawn)
 : 2	-6	i	13	-12	5	-1	3	3
C=C(C)CNC(=S)N/N=C/C1=CCC2CC1C2(C)C (stereo not drawn)
 : -1	-8	i	-11	11	1	0	-6	9
O=C(Nc1ccccc1F)Nc1ccccc1OC(F)F
 : -1	-4	i	-12	-11	3	-10	-5	-2
O=C(CC(c1ccccc1)c1ccccc1O)NCCc1ccccc1 (stereo not drawn)
 : 1	8	i	9	4	-2	-3	3	-6
CC(=O)NNC(=O)c1cc2sccc2s1
 : -1	-9	i	-7	-8	0	-1	10	-3
O=C(Nc1ccc(S(=O)(=O)NCC2CCCO2)cc1)c1cccc(F)c1 (stereo not drawn)
 : 3	7	i	-7	-4	1	-3	16	-4
COc1ccc2ccc(=O)oc2c1CC(=O)C(C)C
 : 4	1	+	13	0	2	-2	4	4
CCOC(=O)c1sc(Nc2ccccc2)nc1C
 : 1	-3	i	4	6	0	-5	9	-12
CCc1ccc(NC(=O)CSc2nnnn2-c2cccnc2)cc1
 : 0	11	i	1	2	4	-5	-1	3
CCN=c1scc(C)n1/N=C/c1cc(Br)c(O)c(Br)c1
 : 3	3	i	3	7	-3	-4	-3	-23

Other structures follow.
Under each structure – MT1-MMP act inh	E coli Lon inh	Neddyl block	SKN-1 inh	FAS-TE inh	Rin1-Abl PPI inh	bovine MsrA act	CendR NRP1 mod	PABP1 MLLE inh
CC(C)(C)OC(=O)NCC12C=CC(O1)C1C(=O)N(Cc3ccccc3)C(=O)C12 (stereo not drawn)
 : -2	-11	i	37*	-2	3	-3	9	12
CCN(Cc1ccncc1)Cc1nc(-c2ccc(C(=O)OC)cc2)no1
 : -5	-7	i	-10	0	7	-6	0	4
Cc1cccc(OCCCC(=O)Nc2ccccc2C(F)(F)F)c1
 : 0	1	i	-4	1	-3	-3	0	13
C[C@@H]1CN(Cc2nc(-c3cccs3)no2)C[C@H](C)O1
 : -2	3	i	0	-7	0	-6	-5	4
CCc1noc(C)c1C(=O)Nc1cccc2ncccc12
 : 2	0	i	-1	-6	2	-7	10	4
CC(=O)N1CCCc2cc(S(=O)(=O)N(CC(C)C)CC(C)C)ccc21
 : -8	-9	i	10	10	0	1	9	-1
Cc1ccc(C(=O)N/C(=C\c2cccs2)C(=O)NCCCn2ccnc2)cc1C
 : -3	-7	i	0	-8	3	-2	2	-1
CC(=O)c1cccc(-c2ccnc3c2CC(C(=O)NCc2ccccc2)O3)c1 (stereo not drawn)
 : 12	-4	i	3	2	-2	3	8	5
Cc1cc(C)cc(OCCNC(=O)C(C)N2C(=O)c3ccccc3C2=O)c1 (stereo not drawn)
 : 0	1	i	1	-2	-2	-3	22*	-4
CCN(CC(=O)Nc1ccc(C(C)=O)cc1)CC(=O)Nc1ccccc1C(F)(F)F
 : 0	4	i	1	-3	-1	-3	2	-52
Cc1noc(C)c1S(=O)(=O)N1CCC(C(=O)N2CCN(c3ccccc3Cl)CC2)CC1
 : -6	-2	i	1	4	2	-3	-2	15
O=S(=O)(Cc1noc(-c2ccc(Cl)cc2)n1)Cc1ccco1
 : -3	-8	i	10	5	-3	-10	-38	-15
O=C(CNC(=O)N1CC(=O)Nc2ccccc21)Nc1ccccc1
 : 3	-3	i	10	-10	-2	-1	-8	-2
COc1ccc(-c2cc(C)nc(SCc3cccc(C(=O)O)c3)n2)cc1
 : 0	-22	i	7	-9	0	-2	-3	9
O=S(=O)(c1ccc(F)cc1)N1CCn2c(nc3ccccc32)C1
 : 6	-9	i	-13	-2	-3	5	1	2
COc1ccc(CN(C(=O)c2cccc(OC)c2)C2CCS(=O)(=O)C2)cc1 (stereo not drawn)
 : 1	3	i	7	1	-5	-3	6	-8
COc1ccccc1C(=O)NCCSCc1ccccc1Cl
 : 4	-8	i	8	16	-2	-4	2	9
CC(C)Cc1cc(CNC(=O)C2CCC(=O)N(Cc3cccc(C(F)(F)F)c3)C2)on1 (stereo not drawn)
 : 0	-3	i	-9	0	-1	-3	8	-5
O=[N+]([O-])c1ccc2nnn(O)c2c1
 : 2	1	i	5	-10	-2	-1	-2	-5
CCOc1ccc(OC(=O)c2cccnc2)cc1
 : -3	-8	i	-23	-2	-2	0	9	-3
COc1ccc(N2C(=O)C(Cl)=C(N3CCCC3)C2=O)cc1
 : 0	-3	i	9	-5	0	-9	1	5
C[C@@H]1CN([C@H](C)CO)S(=O)(=O)c2ccc(Br)cc2O[C@H]1CN(C)C(=O)Nc1ccccc1
 : -5	-3	i	-5	-3	6	-1	3	-5

Compound activity as filed in PubChem.
